High-throughput results (PubChem)
Cl transport mod – KCC2 cotransporter modulators, thallium flux, primary screen, cell-based, HEK293 KCC2, FluoZin-2 fluorescence, MLSMR | B-score of Tl+ flux slope (higher = more flux/activation; lower = inhibition) at 10 µM | KCC2 cells, thallium flux FluoZin-2 fluorescence | 2.2% of 190,000 active | AID 1456, 2008;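 active = thallium flux slope and its plate-corrected score both differing from the plate sample mean at a set confidence after two filtering rounds, in either direction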;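 note: slope of fluorescence scaled to starting intensity during 10 to 20 s after thallium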
Hck-Nef inh – inhibitors of Nef-activated human Hck kinase, primary screen, biochemical, Z-Lyte FRET, 384-well, Hck-YEEI. Recombinant Hck-YEEI plus Nef, Z-Lyte FRET kinase assay. inhibition, % at 20 µM. 0.68% of 220,000 active. AID 463187, 2010;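 active = Hck-Nef kinase inhibition above about 50%, limit read from the data; inactive = inhibition below that limit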;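 note: 0% = DMSO with Hck plus Nef and 100% = Hck alone without Nef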
KLK5 inh – human KLK5 protease inhibitors, primary screen, biochemical, 1536-well; Kallikrein-5 (Homo sapiens), Q9Y337; recombinant hK5, fluorogenic AMC substrate cleavage; inhibition, % at 5 µM; 0.59% of 210,000 active; AID 873, 2007;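 active = inhibition of 40% or more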;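 note: 0% = enzyme controls without compound and 100% = no-enzyme blanks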
Target sequence (Q9Y337 67-293 limits assumed): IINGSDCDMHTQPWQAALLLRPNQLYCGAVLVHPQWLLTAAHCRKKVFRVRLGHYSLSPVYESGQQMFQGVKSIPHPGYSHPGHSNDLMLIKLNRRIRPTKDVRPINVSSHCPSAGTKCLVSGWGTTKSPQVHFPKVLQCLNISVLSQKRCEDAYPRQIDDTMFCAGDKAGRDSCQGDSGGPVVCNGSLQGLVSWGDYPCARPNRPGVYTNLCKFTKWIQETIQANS
Thrombin inh – human alpha-thrombin inhibitors, primary screen, counter-screen for coagulation protease inhibitor project, biochemical, 1536-well, fluorogenic AMC substrate | Prothrombin (Homo sapiens), P00734 | Boc-VPR-AMC fluorogenic substrate cleavage | inhibition, % at 5 µM | 0.26% of 220,000 active | AID 1046, 2008;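 active = inhibition at or above 40%; inactive = inhibition below 40%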;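 note: 0% = enzyme with no compound and 100% = wells without enzyme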
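Test system: human alpha-thrombin; medium: pH 7.5 Tris-saline with Tween 20; times: reaction at room temperature; signal: AMC fluorescence at 355 nm excitation and 460 nm emission; also added: Boc-VPR-AMC substrate, 15 µM final; dosing: one concentration per compound, 5 µM, with 0.2% DMSO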
L929 necroptosis – inhibitors of zVAD-triggered necroptosis, primary screen, L929 cells; 0.38% of 220,000 active; AID 1377, 2008; viability rescue, % at 10 µM; L929 zVAD necroptosis rescue, ATP luminescence, 24 h; with zVAD 60 µM;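 active = activation, scaled between plate controls, above about 75%, limit read from the data; inactive = activation under that limit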;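 note: 0% = zVAD with DMSO and 100% = DMSO alone without zVAD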
FXIa inh 1536 – human FXIa protease inhibitors, primary screen, biochemical, 1536-well | purified FXIa, Boc-Glu-Ala-Arg-AMC fluorogenic substrate | inhibition, % at 5 µM | 0.14% of 220,000 active;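 active = inhibition of at least 40%; inactive = inhibition below 40%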;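 note: fluorescence of freed AMC excited at 355 nm; 0% = enzyme without compound and 100% = no enzyme blank; many of its hits are not listed in these tables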
Rad51 HR inh – human RAD51 strand exchange inhibitors, primary screen, biochemical, fluorescence. hRad51 DNA strand exchange, fluorescence dequenching. inhibition, % at 10 µM. 0.085% of 200,000 active. AID 1385, 2008;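 active = inhibition above 40% at the single screening dose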;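 note: 0% = DMSO control wells and 100% = blanks with heterologous ssDNA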
Target sequence (Q06609 whole entry, looked up): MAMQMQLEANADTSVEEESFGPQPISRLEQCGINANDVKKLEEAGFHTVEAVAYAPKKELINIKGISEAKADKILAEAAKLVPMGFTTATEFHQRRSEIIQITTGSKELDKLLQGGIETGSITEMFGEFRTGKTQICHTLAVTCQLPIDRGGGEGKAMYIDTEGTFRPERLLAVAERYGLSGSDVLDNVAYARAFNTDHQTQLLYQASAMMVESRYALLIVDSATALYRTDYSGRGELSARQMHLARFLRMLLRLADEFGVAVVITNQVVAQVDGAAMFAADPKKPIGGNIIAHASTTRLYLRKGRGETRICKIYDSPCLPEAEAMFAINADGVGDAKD
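Test system: preformed human Rad51 ssDNA filaments; also added: Donor/quencher-labelled 47-bp dsDNA substrate; doses: 10 µM final, single point; times: 37 °C 15-min filament assembly, 30-min compound preincubation, 15-min exchange; detection: FRET fluorescence dequenching, excitation 485 nm, emission 520 nm; read-out basis: Fluorescence-based percent inhibition, control- and blank-normalised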
TNF death inh – inhibitors of TNF-alpha triggered necroptosis, primary screen, cell-based, Jurkat FADD-/-, single concentration; Jurkat FADD-/- TNF necroptosis rescue, ATP luminescence, 24 h; 0 = TNF only, 100 = no-TNF cells; 0.068% of 220,000 active; activation (protection from cell death), % at 10 µM;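 active = activation, meaning protection from cell death, of at least 50% relative to plate controls; inactive = activation below 50%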;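 note: necroptosis triggered by 40 ng/mL TNF-alpha added together with compound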
FXIIa inh – human FXIIa protease inhibitors, primary screen, biochemical, 1536-well; inhibition, % at 5 µM; Coagulation factor XII (Homo sapiens), P00748; purified FXIIa, Boc-QGR-AMC fluorogenic substrate, 2 h; 0.3% of 220,000 active; in the data active = inhibition above about 40%;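 note: 0% = enzyme with no compound and 100% = blank without enzyme; many of its hits are not listed in these tables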
* marks the source's active call; other numbers are inactive results; x = no result given. An excerpt; rates above refer to the full screens.

Start of the data: the first 6 compounds (preview)
Results follow in this order: KLK5 inh	L929 necroptosis	Cl transport mod	FXIIa inh	Hck-Nef inh	Thrombin inh	FXIa inh 1536	Rad51 HR inh	TNF death inh
Cc1cccc(C(=O)NC(CC(=O)O)c2ccc(OC3CCCC3)cc2)c1[N+](=O)[O-] (stereo not drawn)
    -6	0.8	0.0027	9	4	7	-2	44*	-0.8
O=C1CCN(S(=O)(=O)c2ccc(Cl)cc2)CCN1
    -3	0.2	0.012	9	10	-1	-1	12	-0.8
Cc1n[nH]c(=O)nc1NCc1ccccc1
    11	0.4	x	7	0	-6	-1	-1	-0.1
O=C(CN1C(=O)c2ccccc2S1(=O)=O)N1CCN(c2ccccc2)CC1
    -5	-0.1	x	12	2	-12	19	3	-0.9
O=c1[nH]c2ccc(NC(=S)Nc3ccc(Cl)cc3Cl)cc2[nH]1
    -7	-0.5	0.095	16	1	-2	3	-2	-3.6
COc1cnc(-c2ccccn2)nc1Oc1c(C)cccc1C
    2	0.9	x	5	19	2	0	14	-0.8

The list itself (from the top)
Results follow in this order: KLK5 inh	L929 necroptosis	Cl transport mod	FXIIa inh	Hck-Nef inh	Thrombin inh	FXIa inh 1536	Rad51 HR inh	TNF death inh
Cc1cccc(C(=O)NC(CC(=O)O)c2ccc(OC3CCCC3)cc2)c1[N+](=O)[O-] (stereo not drawn)
    -6	0.8	0.0027	9	4	7	-2	44*	-0.8
O=C1CCN(S(=O)(=O)c2ccc(Cl)cc2)CCN1
    -3	0.2	0.012	9	10	-1	-1	12	-0.8
Cc1n[nH]c(=O)nc1NCc1ccccc1
    11	0.4	x	7	0	-6	-1	-1	-0.1
O=C(CN1C(=O)c2ccccc2S1(=O)=O)N1CCN(c2ccccc2)CC1
    -5	-0.1	x	12	2	-12	19	3	-0.9
O=c1[nH]c2ccc(NC(=S)Nc3ccc(Cl)cc3Cl)cc2[nH]1
    -7	-0.5	0.095	16	1	-2	3	-2	-3.6
COc1cnc(-c2ccccn2)nc1Oc1c(C)cccc1C
    2	0.9	x	5	19	2	0	14	-0.8
CCc1ccc(C(=O)COc2ccc(NC(C)=O)cc2)cc1
    -1	-0.2	-1.5	1	2	-6	-9	-1	-3.8
O=C(NC(=S)Nc1ccccc1N1CCOCC1)c1ccc(-c2cccc(Cl)c2)o1
    1	8.7	3	6	0	2	2	-5	0.4
COc1cc(/C=N/NC(=O)Cc2csc(N3CCOCC3)n2)cc(OC)c1O
    0	-0.6	-0.77	10	35	-1	7	-11	-0.2
CCCc1cc(C(=O)NC2CCCCC2)no1
    11	1.3	0.77	6	3	-8	-6	-3	0.8
O=C(CSc1ccc2nnc(-c3ccccn3)n2n1)Nc1ccc2c(c1)OCO2
    -24	0.1	-0.035	9	0	-2	2	0	-0.1
Cn1c(N)c(C(=O)Nc2c(Cl)cccc2Cl)sc1=S
    3	0.1	-0.71	7	16	-1	2	13	-2.2
COc1ccc(-c2nc(NC(=O)Cn3cnnn3)sc2C)cc1
    -5	2.5	0.41	10	14	-7	-3	18	0.9
Cc1nc(SCC(=O)N2c3ccccc3Sc3ccccc32)n[nH]1
    -12	0.3	-0.21	0	-1	1	5	4	-6.5
COc1cccc2cc(S(=O)(=O)c3ccccc3)c(=Nc3ccc4c(c3)OCCO4)oc12
    -14	10	0.061	15	-1	-2	6	-1	2.9
CC1CC(C)CN(c2ccc(-n3cnnn3)cc2[N+](=O)[O-])C1 (stereo not drawn)
    -1	-0.2	0.33	-8	2	-5	-17	-2	-3.0
S=C(Nc1ccc(Cl)cc1)N1CCCC1
    -10	-0.5	1.4	4	3	-10	3	1	1.3
COC(=O)/C=C(\C)NC(=O)c1cccs1
    -14	-0.2	0.068	9	0	0	2	-3	-3.2
CCCCNC(=O)Nc1c(C(=O)OC)[nH]c2ccc(C)cc12
    -11	0.3	0.94	6	-2	-4	-4	16	-1.3
Cc1c(C(=O)N2CCOCC2)oc2ccc(S(=O)(=O)N3CCCC3)cc12
    -12	-0.2	-0.51	17	1	1	8	2	-0.4
CCn1cnc2c1c(=O)n(CC(=O)Nc1ccc(C(N)=O)cc1)c(=O)n2Cc1ccccc1
    -3	0.5	-0.029	4	13	-4	-4	28	3.3
Cc1ccc(S(=O)(=O)NCCN2CCOCC2)cc1
    -4	1.4	1.4	12	5	-3	1	-3	-0.3
NC(=O)Cn1c(=O)n(C2CCCCC2)c(=O)c2c3c(sc21)CCCCC3
    -5	8.9	-0.0055	10	0	-4	3	-5	2.2
O=C(N/N=C/c1ccccn1)c1cc(-c2ccccc2Cl)n[nH]1
    -22	2.9	-0.24	9	24	4	-5	11	2.3
CCN(CC)C(=O)Oc1ccc2ccccc2c1Br
    1	3.7	-1.1	10	25	6	0	22	0.8
O=C(ONc1ccc(N=NC(=O)c2ccccc2O)cc1)c1ccccc1
    -19	-0.6	-0.03	22	22	2	28	9	-19
Cc1ncoc1C(=O)N1CCCC(C(=O)c2ccc3c4c(cccc24)CC3)C1 (stereo not drawn)
    x	2.0	-0.74	7	8	1	-1	x	2.3
CCOC(=O)c1oc2cc(C)cc(O)c2c(=O)c1-c1csc(C)n1
    2	0.6	-0.0063	12	0	-1	-16	2	1.0
N[C@@H](CO)c1nnc([C@H](CCC(=O)O)NC(=O)C2CCNCC2)o1
    6	-0.7	-0.26	10	-7	0	1	-1	-0.8
